Pf apPOL inh: Pf-apPOL DNA polymerase inhibition | Recombinant Pf-apPOL, molecular beacon fluorescence, 1.5 h | inhibition, % at 10 µM | 0.25% of 210,000 active
mHTT-CaM PPI inh: mHTT-calmodulin interaction abrogation; P42858; inhibition, % at 15 µM; 3.6% of 190,000 active; AlphaScreen His-mHTT/GST-CaM binding, luminescence;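 further: 0% = both proteins with DMSO and 100% = one protein alone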
An asterisk follows results filed as active; · = not tested or not shown; & = joins results of further samples. No stated cut-off is given here; in the data, active means inhibition above about 50%; inactive means the rest. These rows are one share of the data, so the mix of outcomes need not match the whole.

SMILES | Pf apPOL inh | mHTT-CaM PPI inh
O=C(Nc1ccsc1C(=O)O)c1ccc([N+](=O)[O-])o1 | -3.4 | ·
O=C(NC1CC2CC1N(C(=O)Cc1c(F)cccc1Cl)C2)c1cccs1 (stereo unspecified) | -1.4 | 5.3
COc1cc2c(cc1OC)CC(=O)OC2 | 6.9 | ·
CC(C)CN1CCn2cc(C(=O)NCc3cccc(F)c3)nc2C1 | -6.3 | 16.1
CC1(C(=O)NCc2ccc(F)cc2)CCCN(C(=O)NC2CCCCC2)C1 (stereo unspecified) | 5.6 | -6.0
CCN1CCN(CCNC(=O)CC2CCN(c3ccnc(OC)n3)CC2)CC1 | -1.0 | -0.4
O=[N+]([O-])c1ccc(CN2CC(N3CCC(Cc4ccccc4)CC3)CS2(=O)=O)cc1 (stereo unspecified) | 1.2 | 23.4
CC(=O)c1c(C)nc2ccc([N+](=O)[O-])cc2c1-c1ccccc1 | 6.8 | 29.5
CCOc1ccc(C(=O)NCCNC(=O)c2ccc(OCC)cc2)cc1 | -0.9 | -0.3
O=C(Cc1ccccc1)N1CCC(Oc2cc(N3CCCC3)ncn2)C1 (stereo unspecified) | -0.1 | 2.4
CC1=C(C(=O)Nc2ccc(Cl)cc2)C(c2ccc([N+](=O)[O-])cc2)n2ncnc2N1 (stereo unspecified) | -1.3 | 14.0
O=C(N/C(=C\c1ccco1)C(=O)N1CCCC1)c1cccs1 | 10.2 | 11.5
Cc1cc(N2C(=O)c3ccc(C(=O)NC4CCCCC4C)cc3C2=O)no1 (stereo unspecified) | -6.2 | 1.0
Nc1c(Cl)cc2c(c1Cl)C(=O)c1ccccc1C2=O | -4.2 | 13.0
CCCCNC(=O)CCC(=O)N1CC2CCCN2c2ccccc21 (stereo unspecified) | -6.1 | 11.4
NNc1nnc(-c2ccccc2)c2ccccc12 | 1.7 | 67.6*
Cc1ccnc(NC(=O)CCc2nc(-c3cccs3)no2)c1 | 1.1 | 4.0
COc1ccc(C2N(C(=O)CN3CCOCC3)CCN2S(=O)(=O)c2ccc(C)cc2)cc1 (stereo unspecified) | -6.2 | 2.0
COc1ccccc1N1C(=O)N(c2ccc(C)c(Cl)c2)C2CS(=O)(=O)CC21 (stereo unspecified) | -5.5 | -7.1
CC(=O)N1c2ccc(N=Cc3cccc([N+](=O)[O-])c3)cc2CC1C (stereo unspecified) | 4.2 | 0.0
Cc1ccc(C(=O)N2CCC(CC(=O)NC(C)c3ccc4c(c3)OCCO4)CC2)cc1 (stereo unspecified) | -3.0 | 4.8
CCOc1ccc(N(CC(=O)N2CCN(C)CC2)S(C)(=O)=O)cc1 | -1.4 | -2.1
Cc1cc(C)nc(NC=C(C#N)S(=O)(=O)c2ccc(Cl)cc2)n1 | 0.6&0.0 | ·
CCOc1ccc(C=C2SC(=S)N(CC(=O)NC34CC5CC(CC(C5)C3)C4)C2=O)cc1 | -4.0 | 23.1
Cc1ccccc1C1CCCN1C(=O)Cc1cccc(F)c1 (stereo unspecified) | -5.0 | -0.2

No new results follow: entries from further up.
SMILES | Pf apPOL inh | mHTT-CaM PPI inh
CC1(C(=O)NCc2ccc(F)cc2)CCCN(C(=O)NC2CCCCC2)C1 (stereo unspecified) | 5.6 | -6.0
CCN1CCN(CCNC(=O)CC2CCN(c3ccnc(OC)n3)CC2)CC1 | -1.0 | -0.4
O=[N+]([O-])c1ccc(CN2CC(N3CCC(Cc4ccccc4)CC3)CS2(=O)=O)cc1 (stereo unspecified) | 1.2 | 23.4
CC(=O)c1c(C)nc2ccc([N+](=O)[O-])cc2c1-c1ccccc1 | 6.8 | 29.5
CCOc1ccc(C(=O)NCCNC(=O)c2ccc(OCC)cc2)cc1 | -0.9 | -0.3
O=C(Cc1ccccc1)N1CCC(Oc2cc(N3CCCC3)ncn2)C1 (stereo unspecified) | -0.1 | 2.4
CC1=C(C(=O)Nc2ccc(Cl)cc2)C(c2ccc([N+](=O)[O-])cc2)n2ncnc2N1 (stereo unspecified) | -1.3 | 14.0
O=C(N/C(=C\c1ccco1)C(=O)N1CCCC1)c1cccs1 | 10.2 | 11.5
Cc1cc(N2C(=O)c3ccc(C(=O)NC4CCCCC4C)cc3C2=O)no1 (stereo unspecified) | -6.2 | 1.0
Nc1c(Cl)cc2c(c1Cl)C(=O)c1ccccc1C2=O | -4.2 | 13.0
CCCCNC(=O)CCC(=O)N1CC2CCCN2c2ccccc21 (stereo unspecified) | -6.1 | 11.4
NNc1nnc(-c2ccccc2)c2ccccc12 | 1.7 | 67.6*
Cc1ccnc(NC(=O)CCc2nc(-c3cccs3)no2)c1 | 1.1 | 4.0
COc1ccc(C2N(C(=O)CN3CCOCC3)CCN2S(=O)(=O)c2ccc(C)cc2)cc1 (stereo unspecified) | -6.2 | 2.0
COc1ccccc1N1C(=O)N(c2ccc(C)c(Cl)c2)C2CS(=O)(=O)CC21 (stereo unspecified) | -5.5 | -7.1
CC(=O)N1c2ccc(N=Cc3cccc([N+](=O)[O-])c3)cc2CC1C (stereo unspecified) | 4.2 | 0.0
Cc1ccc(C(=O)N2CCC(CC(=O)NC(C)c3ccc4c(c3)OCCO4)CC2)cc1 (stereo unspecified) | -3.0 | 4.8
CCOc1ccc(N(CC(=O)N2CCN(C)CC2)S(C)(=O)=O)cc1 | -1.4 | -2.1
Cc1cc(C)nc(NC=C(C#N)S(=O)(=O)c2ccc(Cl)cc2)n1 | 0.6&0.0 | ·
CCOc1ccc(C=C2SC(=S)N(CC(=O)NC34CC5CC(CC(C5)C3)C4)C2=O)cc1 | -4.0 | 23.1
Cc1ccccc1C1CCCN1C(=O)Cc1cccc(F)c1 (stereo unspecified) | -5.0 | -0.2

Carrying on:
SMILES | Pf apPOL inh | mHTT-CaM PPI inh
O=c1cc(-c2ccco2)oc2ccc(Cl)cc12 | -11.3 | -7.0
COc1cc(OC)c(CN2CCN(c3ccccc3C)CC2)cc1Br | -5.3 | 20.1
COc1ccc(/C=C/C(=O)N2CCN=C2c2ccccc2)cc1OC | -3.7 | 1.0
O=C1c2ccccc2C(=O)N1CCc1cn2ccsc2n1 | -3.5 | 4.0
Cc1nc(C)c(-c2nnc(NC(=O)C3CC(=O)N(c4ccc(F)cc4)C3)o2)s1 (stereo unspecified) | -0.7 | 96.8*
CC(=O)NS(=O)(=O)c1ccc(NC(=O)Cc2ccc(Br)cc2)cc1 | -1.0 | 4.0
O=C1OC(c2ccccc2)=N/C1=C/c1cccc(I)c1 | 1.0 | 0.0
Cc1nc(-c2cc(S(=O)(=O)N(C)C3CCCCC3)c(C)s2)sc1C | -0.7 | -30.2
Cc1nc2c(c(Nc3ccc(N4CCCCC4)cc3)n1)CCC2 | -0.3 | 4.3
Cc1ccc(S(=O)(=O)N2CCCC2C(=O)NCCC23CC4CC(CC(C4)C2)C3)cc1 (stereo unspecified) | -5.0 | 19.0
CCc1ccc(NC(=O)NCc2ccnc(N(CC)CC)c2)cc1 | 0.4 | 3.3
COc1ccccc1NC(=O)CN(c1ccccc1OC)S(=O)(=O)c1ccccc1 | 1.6 | 5.2
COc1ccccc1CNC(=O)c1ccccc1Cl | -1.5 | -3.1
COc1ccc(C(=O)CSc2ccccn2)cc1OC | -3.6 | 3.0
COc1cccc(-c2cc(C(F)(F)F)nc(-n3cncn3)n2)c1 | 2.5 | 2.0
Cn1nc(-c2ccccc2)cc1C(=O)Nc1ccc(-c2cn3c(n2)SCC3)cc1 | -7.8 | 21.3
CCc1cccc(NC(=O)c2ccc(-c3nc4cccnc4n(C)c3=O)cc2)c1 | -4.0 | 17.7
COc1ccc(C2SCCN2S(=O)(=O)c2ccc(C)c([N+](=O)[O-])c2)cc1OC (stereo unspecified) | 7.4 | 19.0
C=CCn1c(SCc2cc(C(C)=O)ccc2OC)nnc1-c1cccc(Br)c1 | -1.3 | 3.6
Cc1ccccc1Cc1c(C)nc2nc(SCC(=O)NC3CC3)nn2c1C | -2.6 | 10.0
COc1ccc(CNC(=O)C2(C)CCCN(C(=O)c3ccc(Br)o3)C2)cc1 (stereo unspecified) | -0.7 | -2.3
CCCNC(=O)c1cncc(-c2cccc(C)c2C)c1 | 1.3 | -5.5
Cc1csc(C(=O)NNC(=O)c2ccco2)c1Cl | 11.5 | ·
COc1ccc(C2CC(c3ccc(F)c(Br)c3)n3ncnc3N2)cc1 (stereo unspecified) | -10.0 | 47.0
Cc1ccc(CN2CCN(c3ccc(NC(=O)c4cccc(C)c4)cn3)CC2)cc1 | 0.4 | 2.7

(continued)
SMILES | Pf apPOL inh | mHTT-CaM PPI inh
OC(CNC1CCCC1)COCCC12CC3CC(CC(C3)C1)C2 (stereo unspecified) | -6.1 | -2.2
CC(C)C[C@H]1COc2cc(N3CC[C@H](O)C3)ccc2S(=O)(=O)N1 | -5.5 | -14.0
Cc1cccc(NCN2C(=O)C3CC=CCC3C2=O)c1 (stereo unspecified) | -3.3 | 11.0
Cc1ccc(OCC(O)CN2CCCC2)cc1C (stereo unspecified) | -8.0 | 1.8
Clc1ccc(-c2nnc(CSc3nnc(SCC4CC4)s3)o2)cc1 | 0.5 | ·
Cc1nn2c(Br)c(C)[n-][n+]2c1Br | · | -3.9
O=c1[nH]c(=O)c2nc3c(ccc4nsnc43)nc2[nH]1 | -5.6 | 39.0
CN(C(=O)c1ccccc1[N+](=O)[O-])c1ccccc1 | 1.1 | -3.1
COc1cc([N+](=O)[O-])ccc1N1CCCC1 | 4.4&-10.2 | 21.3
O=C(Nc1ccccc1[N+](=O)[O-])c1cc(Br)ccc1Cl | -12.3 | 5.1
CN1C(=O)CSC1=Nc1ccc(Cl)c(Cl)c1 | -1.9 | -10.0
CC1=NN(C(=N)N)C(=O)C1 | · | -2.6
CC(C)(C)NS(=O)(=O)Nc1ccccc1[N+](=O)[O-] | -0.1 | 4.0
O=C(CSC1=NCCS1)Nc1nc2c(s1)CCCC2 | 7.3 | 23.0
Cn1c(=O)c2c(nc(Cl)n2CCS(=O)(=O)c2ccccc2)n(C)c1=O | -5.2 | 5.0
N#CC1(C(=O)NCCc2ccc(F)cc2)CC1 | -6.9 | -15.4
Cc1cc(Cl)nc(Cl)c1C(=O)NCc1ccccc1 | -1.4 | -4.0
COc1cccc(C(=O)Oc2ccc3c(=O)c(-c4ccc(OC)c(OC)c4)c(C)oc3c2)c1 | -3.0 | -1.0
CCOc1cc(C(=O)Nc2cc(C)ccc2OC)cc(OCC)c1OCC | -8.4 | -0.7
CCCCNC(=O)NS(=O)(=O)c1c(C)cc(C)nc1Cl | -7.1 | -5.0
CCCCCC1COC(c2ccc(O)cc2)OC1 (stereo unspecified) | 3.6 | 6.0
O=C(Nc1ccc2oc(-c3ccc(F)cc3)nc2c1)c1cccc(F)c1 | -2.4 | -3.0
CC(C)CNC(=O)c1ccccc1NC(=O)c1cccs1 | -3.9 | 4.8
Cc1cnc2c(c1)C(=Nc1ccccc1)c1cc([N+](=O)[O-])ccc1-2 | -4.8 | 9.0
CC1=CS(=O)(=O)CC1Sc1nc2ccccc2[nH]1 (stereo unspecified) | 1.5&-6.8 | 2.0&0.9

Next part
SMILES | Pf apPOL inh | mHTT-CaM PPI inh
O=C(c1ccccc1)N1CCc2sc(C(=O)N3CCN(c4ccccc4)CC3)cc2C1 | -4.5 | 21.3
COc1cc(OC)c(OC)cc1CN1CCN(c2ccccc2F)CC1 | -4.2 | 6.5
O=C1C2C(C(=O)N1c1ccncc1)C1C=CC2C12CC2 (stereo unspecified) | -3.0 | -7.0
CNC(=O)NC(=O)CSc1nnc(-c2ccc(Cl)cc2)o1 | -5.8 | ·
CCSc1oc(-c2ccco2)nc1S(=O)(=O)c1ccc(C)cc1 | -5.8 | 0.0
Cc1cccn2c(=O)c(C=NCc3ccccc3)c(NCc3ccco3)nc12 | -0.9 | 0.0
Cc1ccc(NC(=O)CSc2nc(C)nc3ccccc23)c(C)c1 | -8.9 | 7.0
CCc1cc(C2CCCN2C(=O)Nc2cc(OC)ccc2OC)on1 (stereo unspecified) | -3.4 | 0.4
COc1ccc(OC)c(NC(=O)c2cc(I)ccc2Cl)c1 | -6.8 | 0.0
Cn1cccc1CN(C(=O)CN1C(=O)CCC1=O)C1CC1 | -6.9 | -5.8
CCOc1ccc(-c2noc(-c3cccc(F)c3)n2)cc1 | -2.3 | -29.0
Cc1ccc(C)c(S(=O)(=O)N2CCC(c3nc(C(=O)N(C)C)c(C)o3)CC2)c1 | -2.5 | 7.0
CN(C)c1nc2ncn(Cc3ccccc3)c2c(=O)[nH]1 | -5.8 | 1.0
CCC(=O)N1CCN(c2nc3c(s2)CC(C(=O)NCc2cc(F)ccc2F)CC3)CC1 (stereo unspecified) | 0.6 | 13.6
COc1cc(OC)cc(N2C(=O)CC(N3CCN(Cc4ccccc4)CC3)C2=O)c1 (stereo unspecified) | -0.7 | -5.4
CN(C)c1ncncc1N1CCC(C(=O)NCc2cccc(C(F)(F)F)c2)CC1 | -4.9 | 6.3
CCc1cccc(NC2CC(=O)N(c3cccc(Cl)c3)C2=O)c1 (stereo unspecified) | 0.5 | -8.9
CC1CCCN(C(=O)c2cnc(-c3ccccc3)nc2-c2ccncc2)C1 (stereo unspecified) | -8.8 | 34.2
CCOc1ccc(C2CC(c3ccc(Cl)cc3)Nc3ncnn32)cc1OC (stereo unspecified) | 7.7 | 43.0
CCCC1=NN(c2ccc([N+](=O)[O-])cc2)C(=O)C1C=NCCc1ccc(S(N)(=O)=O)cc1 (stereo unspecified) | -12.9 | 4.0
S=C(NCCc1csc2ccccc12)Nc1ccc(Cl)cc1 | -1.5 | ·
Cc1ccc(Cc2cnc(NC(=O)/C(C#N)=C/c3cccs3)s2)cc1 | 3.5 | 15.0
O=C(CC1Sc2ccccc2NC1=O)NC1CCCC1 (stereo unspecified) | -5.6 | 5.1
C=CCNC(=O)c1oc2ccc(S(=O)(=O)N(CC)CC)cc2c1C | -4.8 | 31.0
COc1cccc(CNS(=O)(=O)c2cc(Br)ccc2Br)c1OC | -4.9 | -8.1

Assay outcomes deposited in PubChem BioAssay by University of Kansas High Throughput Screening Laboratory.
